# Assay outcomes as filed in PubChem BioAssay.
# PHOSPHO1 block: blocks human PHOSPHO1 phosphatase activity | Q8TCT1 | recombinant PHOSPHO1, absorbance phosphatase assay | inhibition, % at 13.3 µM | actives 1.1% (n = 290,000); in the data active = inhibition above about 60%
# Target sequence (Q8TCT1 whole entry, looked up): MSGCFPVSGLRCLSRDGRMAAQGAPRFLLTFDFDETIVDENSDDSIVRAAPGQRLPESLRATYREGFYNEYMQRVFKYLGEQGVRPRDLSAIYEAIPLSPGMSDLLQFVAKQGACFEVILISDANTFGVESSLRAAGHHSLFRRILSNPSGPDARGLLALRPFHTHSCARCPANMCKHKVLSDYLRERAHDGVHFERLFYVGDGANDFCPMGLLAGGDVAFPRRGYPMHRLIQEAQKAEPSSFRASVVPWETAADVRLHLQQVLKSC
# IDE act: IDE (human) activation, cell-based; HEK cells, FAbeta-B cleavage, fluorescence polarization; 0% vehicle, 100% cell-free pure enzyme wells; activation, % at 5.96 µM; actives 0.073% (n = 340,000);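 active = activation above the mean of all tested compounds plus 3 SD, set per screening campaign, cut at about 17% in these data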
# VIM-2 inhibitor: inhibitors of Pseudomonas aeruginosa VIM-2 metallo-beta-lactamase | inhibition, % at 5.6 µM | AID 1527 | purified VIM-2, nitrocefin hydrolysis, epi-absorbance fluorescence | actives 0.89% (n = 290,000);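 active = inhibition above the mean of all tested compounds plus 3 SD, cutoff set per screening run, cut at about 7.5% in these data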;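 note: red hydrolysis product quenches plate fluorescence so inhibitors raise well fluorescence; 0% = enzyme with DMSO and 100% = DMSO without enzyme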
# NALP1 inh: blocks the NALP1 inflammasome reconstituted in yeast. S. cerevisiae NALP1/ASC/caspase-1 growth, X-gal OD620, 72 h. inhibition, % at 10 µM. actives 0.61% (n = 280,000). AID 2071; in the data active = inhibition mostly above about 24%, no sharp cut-off; inactive = mostly below about 32%; note: some compounds called inactive have numbers as strong as hits
# IMP-1 inhibitor: inhibitors of Pseudomonas aeruginosa IMP-1 metallo-beta-lactamase; purified IMP-1, nitrocefin hydrolysis, epi-absorbance fluorescence; inhibition, % at 5.6 µM; AID 1556; actives 0.45% (n = 290,000);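 active = inhibition above the mean plus 3 SD of all compounds in the same screening run, cut at about 4.5% in these data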;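 note: 0% = IMP-1 with DMSO and 100% = DMSO wells lacking enzyme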
#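 assay system = purified recombinant IMP-1 metallo-beta-lactamase enzyme | schedule = 15 min preincubation plus 25 min reaction at 25 °C | signal = Epi-absorbance fluorescence, 480 nm excitation, 530 nm emission | read-out basis = percent inhibition from optical density relative to buffer-blank wells | controls = IMP-1 with DMSO as 0%, enzyme-free DMSO as 100%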
# M18AAP inhibitor: PfM18AAP enzyme inhibition; recombinant PfM18AAP, H-Glu-NHMec fluorogenic cleavage; inhibition, % at 7.35 µM; actives 1.2% (n = 290,000); AID 1822;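 active = inhibition above the campaign mean inhibition over all tested compounds plus 3 SD, cut at about 28% in these data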;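 note: 0% = plate median of test compound wells and 100% = 2 mM ZnCl2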
# pCIP destab: lowers stability of the mouse p/CIP coactivator protein; Q05BA5; F442A p/CIP-EGFP cells, EGFP fluorescence, 16 h; decrease of EGFP signal, % at 10 µM; actives 0.01% (n = 290,000);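 active = EGFP signal decrease of at least 30% at 10 µM or well 3 SD below plate mean, unless failing retest; inactive = the rest, including hits failing retest or dose response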; note: some compounds called inactive have numbers as strong as hits; many of its hits are not listed in these tables
# IDE cell inh: cellular human IDE inhibition; actives 0.41% (n = 320,000); inhibition, % at 5.59 µM; AID 434962; HEK cells, FAbetaB cleavage, fluorescence polarization; P14735;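 active = percent inhibition above the average of all tested compounds plus 3 SD, set per screening campaign, cut at about 16% in these data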;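 note: IDE supplied by intact live HEK cells; FP after avidin binding of uncleaved biotin substrate so inhibition keeps polarization high; 0% = DMSO wells and 100% = 60 µM reference IDE inhibitor Ii1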
# GPR7 antag: blocks human GPR7 receptor signaling | actives 1.1% (n = 290,000) | AID 1861 | GPR7-expressing cells, fluorescence antagonist assay | inhibition, % at 4.4 µM; in the data active = inhibition above about 16%, passing the limit was not always enough;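 note: cells stimulated with the agonist NPW; 0% = agonist with vehicle and 100% = vehicle without agonist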
# Target sequence (P48145 whole entry, looked up): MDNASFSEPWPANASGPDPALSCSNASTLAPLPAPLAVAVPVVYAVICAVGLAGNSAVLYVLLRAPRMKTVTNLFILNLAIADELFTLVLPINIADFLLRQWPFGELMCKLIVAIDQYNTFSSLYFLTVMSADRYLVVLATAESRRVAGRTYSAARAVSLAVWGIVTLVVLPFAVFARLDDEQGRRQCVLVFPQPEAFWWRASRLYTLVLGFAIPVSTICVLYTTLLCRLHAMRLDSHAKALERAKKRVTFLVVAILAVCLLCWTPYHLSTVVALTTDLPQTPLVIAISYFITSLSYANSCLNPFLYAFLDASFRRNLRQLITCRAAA
# * marks the source's active call; other numbers are inactive results; . = no result given.
# Every second line gives: PHOSPHO1 block	IDE act	VIM-2 inhibitor	NALP1 inh	IMP-1 inhibitor	M18AAP inhibitor	pCIP destab	IDE cell inh	GPR7 antag
CC(=O)Nc1cc(C(=O)N2CCN(C)CC2)ccc1S(=O)(=O)c1ccc(C)cc1
 : -5	8	-0.2	-16	-1.0	6	-11	0	2
O=C(c1cc2ccccc2oc1=O)N(Cc1ccccc1)Cc1ccc2c(c1)OCO2
 : 3	1	-4.4	-61	-4.3	3	-20	-3	-4
CO/N=C(\CCC(=O)O)c1cccs1
 : 36	6	-1.9	3	-2.6	-3	-15	0	-13
COC(=O)CSc1nc2nc(-c3cccs3)cc(C(F)(F)F)c2c(=O)[nH]1
 : 27	1	12*	2	-0.4	-4	4	0	-13
O=C(CSc1c(Cl)cccc1Cl)NC1CCCc2ccccc21 (configuration not stated)
 : 11	-1	1.2	36	8.0*	3	-2	-1	7
COC(=O)Nc1nc(Sc2ncc(C(F)(F)F)cc2Cl)n[nH]1
 : -7	-2	-2.2	23	-1.4	69*	6	1	-3
COc1ccc(/C=N/Nc2cc(N3CCOCC3)ncn2)c(OC)c1
 : -18	1	-1.9	-2	-3.0	4	-2	4	-13
Cc1cc(C)nc(N(C#N)CC(=O)c2ccccc2)n1
 : -39	2	-1.9	3	-1.9	-1	-17	-2	-8
CC(=O)N1CCN(C(=S)NCCc2ccccc2)CC1
 : -5	0	0.4	18	-0.8	-1	8	7	-7
O=C(CCNc1n[nH]c(=O)[nH]c1=O)N/N=C/c1ccccc1Br
 : 40	4	-2.7	-17	-3.4	2	-11	-5	-6
Nc1nnc(CC(=O)N/N=C/c2cccc(OCCOc3ccccc3)c2)s1
 : 3	-1	-0.5	36	-2.6	-7	2	2	23
CCCSc1nnc(Nc2ccccc2C)s1
 : 24	2	-2.8	-6	-2.6	3	-9	4	-8
COc1cc(NC(=S)NCc2cccnc2)cc(OC)c1OC
 : 63*	-2	1.6	-15	0.1	-4	-6	-4	10
Cc1nn(CCC(=O)NCc2ccc(OC(C)C)cc2)c(=O)c2nn(-c3ccccc3)c(C)c12
 : -6	2	-0.4	-22	-1.5	-3	-9	3	-2
O=C(NC(=S)Nc1nc2c(ccc3ccccc32)s1)c1cccs1
 : 3	0	-1.1	26	-2.3	-7	14	-2	-13
Fc1ccc(C2CCCN2Cc2nc(CC3CC3)no2)cc1 (configuration not stated)
 : 28	3	-1.4	8	1.1	-5	-9	-1	-3
O=C(C1CC(=O)N(c2ccccc2)C1)N1CCN(c2ccc(F)cc2)CC1 (configuration not stated)
 : 37	-2	-3.2	-8	-1.5	8	-16	8	-18
Cc1cc(C(=O)NCCC(C)C)c2ccccc2n1
 : 32	-2	1.0	-6	-1.9	-8	2	1	2
Cc1c(C(=O)Nc2ccccc2F)cnn1-c1ccccc1
 : 24	-3	0.6	16	-4.1	-3	-6	-1	-16
COc1ccc(OCC(=O)Nc2ccccc2N2CCN(C)CC2)cc1
 : 24	0	-0.8	31	-0.7	-14	-7	3	-4
COc1ccc(CCN(Cc2cccs2)S(=O)(=O)c2ccc(S(=O)(=O)N3CCCCCC3)cc2)cc1OC
 : 1	1	-2.5	26	-3.3	-9	0	-5	-7
Cc1occc1-c1nnc(SCC(=O)Nc2ccc(F)cc2)n1C
 : -22	2	-2.3	2	-3.3	-9	-12	6	-3
O=C(Nc1ccc(-c2cccc(F)c2)cc1)C1CCCN(Cc2ccccn2)C1 (configuration not stated)
 : 21	-11	5.0	18	-3.0	4	-3	12	8
COC(=O)c1ccc(NC(=O)C2CCCN2S(=O)(=O)c2ccc(F)cc2)cc1 (configuration not stated)
 : -12	0	0.1	18	-0.9	3	6	3	4
CCN1CCN(CCCNC(=O)C(NC(=O)C2CCC(C)CC2)C(C)C)CC1 (configuration not stated)
 : 27	.	-3.3	21	-3.1	2	-17	.	2
COc1ccc(CNC(=O)/C=C/c2cc3c(cc2Br)OCO3)cc1
 : 26	1	-3.7	9	-2.1	0	0	5	1
COCCN(C(=O)CCC(=O)Nc1cccnc1)C(C(=O)NC1CCCCC1)c1ccccc1 (configuration not stated)
 : -36	1	-2.6	4	-3.8	-1	4	6	7
Cc1cccc(/C=C2/SC(=O)N(Cc3ccccc3)C2=O)n1
 : 28	-1	-1.0	2	1.8	7	6	6	0
O=C(CCCn1cc([N+](=O)[O-])cn1)N1CCCCC1
 : -4	3	-2.3	9	-3.1	4	10	-3	-18
O=C(N/N=C/c1cccc(F)c1)c1c(O)c2ccccc2[nH]c1=O
 : 2	5	-2.4	47	-3.9	-4	-2	6	-5
O=C(CN1C(=O)c2ccccc2C1=O)Nc1ccccc1F
 : 10	2	1.3	-1	0.7	-5	5	0	21*
O=C1c2ccccc2C(=O)N1c1ccc(S(=O)(=O)N2CCN(c3ccccc3)CC2)cc1
 : -12	4	0.3	0	-4.7	-9	-2	3	-6
Cc1cccc2cc(C(c3nnnn3CC3CCCO3)N3CCCc4ccccc43)c(=O)[nH]c12 (configuration not stated)
 : 39	-11	4.2	-4	-1.4	-3	-4	0	6
Cc1cccc2cc(COC(=O)c3cccnc3)c(=O)[nH]c12
 : 78*	-3	0.4	-7	-1.1	-3	3	6	1
Cc1ccc(O)c(-c2cc(-c3ccccc3F)[nH]n2)c1
 : 6	4	-7.6	-6	0.8	5	-7	-3	-10
CCOc1ccc(/C=N/OCC(=O)Nc2cc(C)on2)cc1
 : 0	-3	2.1	28	-1.1	-8	-2	1	-1
CCCn1c(CNC(=O)c2cccs2)nc2ccccc21
 : 15	1	2.2	1	-3.4	0	-1	8	-12
CCOc1ccc(OCC)c(NC(=O)CSCC(=O)O)c1
 : 6	1	-6.7	-13	-4.0	0	-21	4	-6
COc1ccccc1NS(=O)(=O)c1ccc2c(c1)NC(=O)CC(=O)N2
 : 28	2	-7.8	-10	-3.2	-3	6	8	3
O=C(CN1C(=O)c2ccccc2S1(=O)=O)N1CCCCC1
 : 37	1	-2.7	7	-0.2	-2	5	1	-8
COc1ccc(N(C(C)C(=O)N(C)Cc2ccccc2)S(C)(=O)=O)cc1 (configuration not stated)
 : 14	-1	-0.4	10	-0.7	-4	-3	-5	-9
O=C(NC1(C(F)(F)F)N=C2SCCN2C1=O)c1ccccc1F (configuration not stated)
 : 39	.	-2.5	5	-2.3	-1	-3	4	-14
COc1cccc(OCc2cc(C(=O)N(C)CCOc3ccc(C)cc3)no2)c1
 : 48	4	-2.9	6	-5.3	-6	4	11	-10
CCNC(=O)CC1SC(=Nc2ccc(C)cc2)N(CC)C1=O (configuration not stated)
 : -7	-3	1.0	0	-1.4	-13	-8	-2	-2
COc1cccc(N(C(=O)Cn2nnc(-c3ccc(C)o3)n2)C(C(=O)NC2CCCC2)c2ccncc2)c1 (configuration not stated)
 : 0	2	-2.6	-3	-0.9	-6	8	4	0
Cc1nnc(SCC(=O)Nc2cc(Cl)ccc2Cl)n1CC1CCCO1 (configuration not stated)
 : 22	1	-0.1	15	-0.8	-5	-4	1	-7
COCCn1c(SCC(=O)Nc2ccccc2OC)nc2ccccc2c1=O
 : 32	3	-1.8	5	-3.2	-1	5	3	-6
O=C(c1ccccc1Cl)N1CCC(n2cccc2)CC1
 : 51	1	0.0	0	0.2	-4	-2	2	4
CCc1c(O)cc2n(c1=O)-c1ccc(Cl)cc1C2(C)C
 : -1	-4	-2.5	6	-3.3	5	4	-1	-18
O=C(NCc1ccncc1)c1cccc(Cn2cc(Br)cn2)c1
 : 28	-9	-4.2	17	-1.1	-3	8	3	-13
CCn1cc(S(=O)(=O)CC(=O)Nc2ccc3c(c2)OCO3)c2ccccc21
 : 18	-3	.	25	.	.	-4	-1	.
COC(=O)C1=C(C)NC2=C(C(=O)c3ccccc32)C1c1ccc(-c2ccc(C(=O)O)cc2)o1 (configuration not stated)
 : 6	1	1.0	-2	22*	12	-12	3	-14
CCCN(CCC)CCNC(=O)C1CCCN(S(=O)(=O)c2ccc3c(c2)oc(=O)n3C)C1 (configuration not stated)
 : 20	3	0.8	2	-3.8	4	16	5	3
CCN(CC)S(=O)(=O)c1ccc2[nH]c(=O)cc(C(=O)Nc3cccc(C(C)=O)c3)c2c1
 : 32	1	-1.6	-26	-1.4	1	7	6	0
COC(=O)c1c(-c2ccccc2)csc1NC(=O)C1CC=CCC1C(=O)O (configuration not stated)
 : 43	3	0.3	-1	-2.9	-9	14	3	2
O=C1CCCC(c2ccccc2)N1 (configuration not stated)
 : -3	3	0.3	33	-3.2	-14	1	3	-4
Cc1cccc(N(CC(=O)NC2CCCC2)C(=O)CNC(=O)c2ccco2)c1C
 : 22	-2	-3.0	-9	-2.8	-4	6	6	-8
CCOC(=O)C1CCCN(CC(=O)Nc2cc(C)cc(C)c2)C1 (configuration not stated)
 : -7	1	-2.2	-19	-3.9	-1	-2	2	-9
NC(Cc1c[nH]c2ccc(OCc3ccccc3)cc12)C(=O)O (configuration not stated)
 : 14	-1	-3.8	3	-3.6	0	1	2	-7
CCS(=O)(=O)N1CCC(C(=O)NCCc2ccc(C)cc2)CC1
 : 0	1	-0.6	10	0.5	-13	-18	1	9

# Taken from above, two compounds:
# Every second line gives: PHOSPHO1 block	IDE act	VIM-2 inhibitor	NALP1 inh	IMP-1 inhibitor	M18AAP inhibitor	pCIP destab	IDE cell inh	GPR7 antag
Cc1nnc(SCC(=O)Nc2cc(Cl)ccc2Cl)n1CC1CCCO1 (configuration not stated)
 : 22	1	-0.1	15	-0.8	-5	-4	1	-7
COCCn1c(SCC(=O)Nc2ccccc2OC)nc2ccccc2c1=O
 : 32	3	-1.8	5	-3.2	-1	5	3	-6

# Later entries:
# Every second line gives: PHOSPHO1 block	IDE act	VIM-2 inhibitor	NALP1 inh	IMP-1 inhibitor	M18AAP inhibitor	pCIP destab	IDE cell inh	GPR7 antag
Cc1cccc(OCCCC(=O)O)c1
 : 24	-1	-2.0	9	-1.3	8	-5	-4	0
CN1CCN(/C(=N\O)c2nonc2N)CC1
 : 7	2	-2.7	-2	-1.0	2	-26	3	-12
CCN(CC)S(=O)(=O)c1cc(NS(=O)(=O)c2ccc(Cl)c(C(=O)O)c2)ccc1C
 : 30	6	2.4	.	1.8	-12	-7	0	0
CCOC(=O)c1sc2nc(CC(=O)OC)nc(NCc3ccco3)c2c1C
 : -31	7	-0.5	17	-0.4	6	-37	.	1
Cc1cccc(OCc2n[nH]c(=S)o2)c1
 : 98*	0	-2.7	6	-5.2	15	6	-4	-8
Fc1ccc(CSc2nnc(-c3cccs3)o2)cc1
 : -36	0	0.6	-4	-1.8	3	-12	3	-8
Cc1ccc(OCC(=O)Nc2ccc(C(N)=O)cc2)cc1
 : 26	-3	-2.0	1	-2.6	-1	2	4	-3
CCCNC(=O)CN1C(=O)COc2ccc(S(=O)(=O)N3CC(C)CC(C)C3)cc21 (configuration not stated)
 : 74*	-1	-2.0	-12	-4.1	6	-7	1	-14
CCn1c(CNC(=O)c2ccccc2F)nnc1SCC(=O)NC1CCCCC1C (configuration not stated)
 : 8	5	-2.5	-2	-4.5	1	-6	1	-7
Cc1c(Cl)cccc1Nc1ncccc1C(=O)OCC(O)CO (configuration not stated)
 : 10	.	0.1	12	-0.3	-9	-8	0	4
CCOC(=O)c1ccc(NC(=O)CN2C(=O)C3C4C=CC(C4)C3C2=O)cc1 (configuration not stated)
 : -1	6	-2.7	27	-5.6	-3	-1	2	2
COc1ccc(C(=O)COC(=O)CSCc2c(C)noc2C)cc1OC
 : -5	-2	-1.8	-2	-3.2	-4	2	-3	-1
